High-throughput results as filed in PubChem.
MITF TRPM1 inh = inhibitors of MITF-dependent TRPM1 promoter reporter, primary screen, cell-based, SK-MEL-5, single point, luciferase. 330,000 tested, 0.83% active. SK-MEL-5 TRPM1 promoter luciferase, 24 h. inhibition, % at 12.5 µM;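 active = mean inhibition across replicates of 60% or more, whatever share of single replicates reaches that level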; also: values of inactives mirror those of a sister screen read the other way
Peg3 promoter = Peg3 promoter-driven luciferase inhibitors, primary screen, cell-based, HeLa, luciferase luminescence. HeLa PEG-Prom luciferase reporter, overnight. inhibition, % at 20 µM. 360,000 tested, 1.7% active;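 active = inhibition of at least 50% at 20 µM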
iPSC survival up = enhancers of single-cell hiPSC survival, primary screen, ATPlite luminescence | 100% = ROCK inhibitor wells, 0% = DMSO | survival enhancement, % at 20 µM | AID 602274, 2012 | 360,000 tested, 0.044% active; in the data active = survival enhancement above about 18%;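 also: cells exposed to compounds for 16 hours before the ATP read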
TWEAK-Fn14 inh = inhibitors of TWEAK-Fn14 signaling, primary screen, luciferase reporter cells, uHTS; inhibition, % at 10 µM; TWEAK-stimulated Fn14 reporter cells, luciferase luminescence, 8 h; 360,000 tested, 2% active; AID 1159606, 2016; in the data active = inhibition above about 50%
CF NFkB inh = inhibitors of PAF-induced NF-kB signaling, primary screen, cell-based, GFP fluorescence, uHTS. inhibition, % at 5 µM. AID 588850, 2011. 360,000 tested, 0.86% active. KKLEB NF-kB-GFP reporter, GFP fluorescence overnight;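 active = at least 50% inhibition at 5 µM, scaled per plate between neutral and stimulator controls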;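 also: PAF is a Pseudomonas aeruginosa culture filtrate used as stimulus; plate controls were PAF-stimulated DMSO wells for no effect and unstimulated DMSO wells for full effect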
HIF-2a block = HIF-2a reporter inhibitors, primary screen, luminescence, 786-0 RCC cells; 786-0 RCC cells HIF-2a reporter, luciferase luminescence, overnight; inhibition, % at 18.8 µM; 360,000 tested, 0.72% active;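 active = inhibition of the luminescence signal of 40% or more relative to plate controls, in a single-dose primary screen at 18.75 µM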
NR2E3 ag-1 = NR2E3 agonists in two-hybrid cells, primary screen, cell-based, luminescence, CHO-S, Gal4-NCOR/VP16-NR2E3. Photoreceptor-specific nuclear receptor (Homo sapiens), Q9Y5X4. luciferase. inhibition of corepressor binding, % at 3.98 µM. 360,000 tested, 0.35% active. AID 602229, 2012;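 active = inhibition above the mean of all tested compounds plus 3 SD, cut at about 70% in these data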;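 also: 0% = DMSO with NR2E3 transfected cells and 100% = cells lacking NR2E3 construct; higher means lower luciferase signal from less NR2E3 corepressor binding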
Target sequence (Q9Y5X4 whole entry, looked up, the tested form may be a part): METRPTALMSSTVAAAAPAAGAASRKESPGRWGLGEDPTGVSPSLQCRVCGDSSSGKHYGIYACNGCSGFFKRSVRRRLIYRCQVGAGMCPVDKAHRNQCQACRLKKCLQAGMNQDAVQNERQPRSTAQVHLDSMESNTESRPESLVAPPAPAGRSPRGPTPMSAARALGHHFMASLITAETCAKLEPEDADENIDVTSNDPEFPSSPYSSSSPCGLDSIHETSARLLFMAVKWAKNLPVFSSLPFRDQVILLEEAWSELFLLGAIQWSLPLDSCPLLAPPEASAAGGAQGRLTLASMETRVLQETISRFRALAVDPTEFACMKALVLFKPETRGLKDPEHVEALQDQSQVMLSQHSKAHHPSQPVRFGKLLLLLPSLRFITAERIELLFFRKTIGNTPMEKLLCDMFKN
Shn3 3UTR inh = reduction of Shn3 3'UTR firefly luciferase signal, primary screen, Schnurri-3 inhibitor project, cell-based, Clone20 osteoblasts, set 2; Clone20 osteoblast Shn3 3'UTR firefly luciferase, 24 h; inhibition, % at 12.5 µM; 360,000 tested, 0.52% active;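 active = mean inhibition of at least 75% with every replicate also reaching 75%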;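 also: 0% = median of neutral control wells and 100% = pilot-screen positive control compound; some compounds past the cut are filed as inactive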
KKLEB cytotox = cytotoxicity in KKLEB CF airway cells, primary screen, cytotoxicity control for CF NF-kB inhibitor project, cell-based, uHTS, fluorescence assay plates | KKLEB CF airway cells viability, ATPlite luminescence, overnight; hits give low values; cells stimulated with P. aeruginosa culture filtrate | activity change (cytotoxicity), % at 5 µM | 360,000 tested, 0.36% active | AID 602141, 2011;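 active = corrected activity change at or below -50% at 5 µM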
aDG glyco act = activators of alpha-DG glycosylation, primary screen, uHTS, Pro5-aDG cells, AlphaScreen | 360,000 tested, 0.22% active | alpha-DG glycosylation AlphaScreen (IIH6); 0% Pro5, 100% B10-LARGE cell signal | activation, % at 10 µM;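 active = activation of at least 8% versus controls, or a plate z-score of at least 8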;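 also: Pro5 are CHO cells carrying HIG-tagged alpha-DG that lacks glycosylation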
NR2E3 ag-2 = inhibitors of NR2E3-RetCOR corepressor binding, primary screen, NR2E3 agonist project, biochemical, TR-FRET, GST-NR2E3, biotin-RetCOR. 1536-well. 320,000 tested, 0.12% active. Photoreceptor-specific nuclear receptor (Homo sapiens), Q9Y5X4. AID 2300, 2010. inhibition of corepressor binding, % at 4.78 µM;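 active = percent inhibition above the cutoff of mean plus 3 SD of all tested compounds, set per screening campaign, cut at about 20% in these data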;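 also: 0% = DMSO wells and 100% = biotin wells as full block of FRET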
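System: GST-NR2E3 and biotin-RetCOR proteins; probe or stimulus: 7 nM biotin-RetCOR; doses: compound at 4.8 µM, single dose; schedule: Compound–protein incubation for 5 h at 4 °C; detection: time-resolved FRET; read-out: percent inhibition; controls: biotin wells as high control, 0.6% DMSO wells as low control; format: 1536-well plates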
* hit, by the source's call; nt = not tested or not shown.

SMILES	MITF TRPM1 inh	Peg3 promoter	iPSC survival up	TWEAK-Fn14 inh	CF NFkB inh	HIF-2a block	NR2E3 ag-1	Shn3 3UTR inh	KKLEB cytotox	aDG glyco act	NR2E3 ag-2
O=C(c1ccco1)N1CCN(S(=O)(=O)Cc2ccc(Cl)cc2)CC1	-6	14	-0.2	-6	3	3	-15	3	14	0.1	4
CCC(C)[C@H]1COCCS(=O)(=O)N1Cc1ccc(Cl)cc1Cl (some centres undefined)	4	15	6.3	1	7	11	14	-7	2	-0.1	2
O=C(CCCn1cncn1)N1CCCC(Nc2ccc(F)cc2)C1 (centres undefined)	-9	-1	0.6	-9	-7	8	-24	4	6	-0.1	nt
CC(C)=CCC[C@H](C)C[C@@H]1CC2=C(C(=O)OC(C)(C)O2)[C@H](c2ccc(Cl)cc2)O1	nt	26	-0.1	8	9	3	-5	19	-10	0.3	nt
O=C(Oc1ccc(Br)cc1)C1CCN(C2=NS(=O)(=O)c3ccccc32)CC1	0	-6	1.8	-3	-5	11	-19	-3	-3	0.2	nt
O=C(COC(=O)CCC(=O)c1cccs1)Nc1ccccc1C(F)(F)F	-5	6	0.1	-6	-8	4	-9	-10	0	0.2	nt
COc1ccc(CCNC(=O)c2ccc(OCc3c(C)noc3C)c(OC)c2)cc1	-6	6	-2.5	9	-50	2	-23	-4	4	-0.1	nt
COc1cc2c(cc1OC)CN(C(=S)Nc1ccc(C)cc1C)CC2	-6	11	1.3	1	21	14	-14	29	-12	-0.2	2
O=C(/C=C/c1cccc(Br)c1)NC1CCN(Cc2ccccc2)CC1	4	14	-0.7	-9	12	24	23	0	1	0.2	1
O=C(COC(=O)CSc1cccc2cccc(Cl)c12)Nc1ncc(C(F)(F)F)cc1Cl	4	9	-0.5	6	1	19	-16	-1	8	0.0	3
Cn1ncc(Br)c1C(=O)Nc1cccc(C(F)(F)F)c1	7	-5	0.5	4	11	8	0	6	-4	-0.1	0
CCCc1nnc(NC(=O)c2oc3ccccc3c2COCC)s1	12	-14	0.3	-17	6	-15	-6	2	3	0.3	nt

3 entries out of the list, ordered by heavy-atom count, ascending:
SMILES	MITF TRPM1 inh	Peg3 promoter	iPSC survival up	TWEAK-Fn14 inh	CF NFkB inh	HIF-2a block	NR2E3 ag-1	Shn3 3UTR inh	KKLEB cytotox	aDG glyco act	NR2E3 ag-2
O=C(CCCn1cncn1)N1CCCC(Nc2ccc(F)cc2)C1 (centres undefined)	-9	-1	0.6	-9	-7	8	-24	4	6	-0.1	nt
O=C(/C=C/c1cccc(Br)c1)NC1CCN(Cc2ccccc2)CC1	4	14	-0.7	-9	12	24	23	0	1	0.2	1
O=C(COC(=O)CSc1cccc2cccc(Cl)c12)Nc1ncc(C(F)(F)F)cc1Cl	4	9	-0.5	6	1	19	-16	-1	8	0.0	3

(next part)
SMILES	MITF TRPM1 inh	Peg3 promoter	iPSC survival up	TWEAK-Fn14 inh	CF NFkB inh	HIF-2a block	NR2E3 ag-1	Shn3 3UTR inh	KKLEB cytotox	aDG glyco act	NR2E3 ag-2
CC(=O)c1ccc(S(=O)(=O)N(C)CC(=O)Nc2cc(C)on2)cc1	-3	-36	0.3	-3	20	-24	4	3	-2	0.0	nt
CCN(CC)c1cc(C)c2ccccc2n1	-2	8	1.5	-2	-4	18	-4	14	10	0.1	-2
CC(=O)c1ccc(N2CCN(CC(=O)Nc3ccccc3N3CCOCC3)CC2)cc1	-2	-9	0.7	1	9	-4	11	34	-9	0.3	-1
Cc1cc2c(C)cc(=O)oc2c2c1NCCC2	-6	-14	1.0	-28	-24	-9	-9	-12	0	-0.1	-6
COc1ccccc1NS(=O)(=O)c1cc(N/C(=N\S(=O)(=O)c2ccccc2)c2ccc(F)cc2)ccc1Cl	13	27	-1.3	25	12	12	-2	31	6	0.2	-3
CCOc1ccc(Oc2ccc(NS(=O)(=O)c3cc(C(=O)O)ccc3Cl)cc2)cc1	6	1	-0.2	9	-2	2	-28	-9	10	0.4	3
O=C(O)CN1C(=O)/C(=C\c2cc([N+](=O)[O-])ccc2OCc2ccccc2Cl)SC1=S	-3	-3	0.9	16	11	1	-26	-21	2	-0.1	4
Cc1nn(CCC(=O)N2CCN(S(=O)(=O)c3ccccc3)CC2)c(C)c1C	3	11	5.2	2	12	12	-9	2	4	-0.1	-1
CC(=O)C[C@H](O)CC(=O)[C@H]1OC(=O)[C@@H](C)CCCCc2ccccc21	1	-18	-0.7	14	18	5	-22	1	3	1.8	nt
Cc1c(/C=C2\SC(=Nc3cccc(C(=O)O)c3)NC2=O)c2ccccc2n1C	-1	2	0.2	-9	13	-4	-51	-3	6	0.1	1
COCCCNc1nc(N)c([N+](=O)[O-])c(NCc2ccccc2)n1	2	31	-0.2	11	21	8	-17	-9	-8	-0.1	5
CCO[C@H]1OC(C(=O)N2CCN(Cc3ccc4c(c3)OCO4)CC2)=C[C@@H](c2ccc3c(c2)OCO3)[C@@H]1CCCO	-3	-3	1.9	-26	9	3	-15	4	-2	-0.4	2

Shown comma-delimited: entries from further up.
SMILES,MITF TRPM1 inh,Peg3 promoter,iPSC survival up,TWEAK-Fn14 inh,CF NFkB inh,HIF-2a block,NR2E3 ag-1,Shn3 3UTR inh,KKLEB cytotox,aDG glyco act,NR2E3 ag-2
Cc1cc2c(C)cc(=O)oc2c2c1NCCC2,-6,-14,1.0,-28,-24,-9,-9,-12,0,-0.1,-6
COc1ccccc1NS(=O)(=O)c1cc(N/C(=N\S(=O)(=O)c2ccccc2)c2ccc(F)cc2)ccc1Cl,13,27,-1.3,25,12,12,-2,31,6,0.2,-3
CCOc1ccc(Oc2ccc(NS(=O)(=O)c3cc(C(=O)O)ccc3Cl)cc2)cc1,6,1,-0.2,9,-2,2,-28,-9,10,0.4,3
O=C(O)CN1C(=O)/C(=C\c2cc([N+](=O)[O-])ccc2OCc2ccccc2Cl)SC1=S,-3,-3,0.9,16,11,1,-26,-21,2,-0.1,4
Cc1nn(CCC(=O)N2CCN(S(=O)(=O)c3ccccc3)CC2)c(C)c1C,3,11,5.2,2,12,12,-9,2,4,-0.1,-1
CC(=O)C[C@H](O)CC(=O)[C@H]1OC(=O)[C@@H](C)CCCCc2ccccc21,1,-18,-0.7,14,18,5,-22,1,3,1.8,nt
Cc1c(/C=C2\SC(=Nc3cccc(C(=O)O)c3)NC2=O)c2ccccc2n1C,-1,2,0.2,-9,13,-4,-51,-3,6,0.1,1

The list goes on:
SMILES	MITF TRPM1 inh	Peg3 promoter	iPSC survival up	TWEAK-Fn14 inh	CF NFkB inh	HIF-2a block	NR2E3 ag-1	Shn3 3UTR inh	KKLEB cytotox	aDG glyco act	NR2E3 ag-2
COc1ccc(CNC(=O)CN(c2cc(C)cc(C)c2)S(=O)(=O)c2c(C)[nH]c(=O)[nH]c2=O)cc1	5	-7	2.3	18	-11	19	25	-6	2	-0.4	3
Cc1cccc(N(CC(=O)NC2CCCC2)C(=O)CS(=O)CC(=O)Nc2ccc3c(c2)OCO3)c1C (centres undefined)	6	0	-0.6	-2	2	3	-8	1	4	3.0	5
O=C(c1ccc(F)cc1)N1CCN(Cc2ccccc2)CC1	11	-2	1.1	12	-3	16	6	-6	-3	0.0	-1
CCOc1ccc(N2C(=O)Nc3ccccc3C2(O)C(=O)NCc2ccc(OC)cc2)cc1 (centres undefined)	4	4	0.9	11	-27	6	-21	-21	7	0.0	-2
CCN(CC(=O)Nc1ccc(OC)cc1)CC(=O)Nc1ccc(Cl)cc1F	14	3	0.3	-14	8	11	2	20	5	0.4	4
NC(c1csc(Nc2ccc(C(=O)NCCCO)cn2)n1)C1CCCCC1 (centres undefined)	nt	10	-1.1	-15	3	10	-4	0	-13	-0.3	nt
CCN(CCNC(=O)Cn1c(=O)sc2ccccc21)c1ccccc1	-19	23	-1.0	9	-3	19	-23	16	4	0.1	0
COc1ccc(-c2oc(=O)n(C)c2-c2ccc(OC)cc2)cc1	6	-1	0.6	-39	-43	-12	-7	22	-5	-0.1	2
CC1Cc2ccccc2N1C(=O)CSc1nnc2c(n1)[nH]c1ccccc12 (centres undefined)	17	33	4.7	31	-7	7	-25	6	4	0.1	-3
COc1ccc(C(=O)NC(=S)NNC(=O)[C@H]2C[C@@H]2c2ccccc2)cc1OC	-3	61*	0.8	-11	10	21	14	65	-15	-0.1	2
Cc1ccc(C(CNS(=O)(=O)c2ccc(Cl)cc2)N2CCN(C)CC2)cc1 (centres undefined)	-9	3	-0.4	-12	5	11	-4	-1	13	0.3	2
Cc1ccccc1C(=O)O/N=C(\c1ccccc1)c1ccccn1	-3	-4	-0.7	8	7	4	8	-8	-5	-0.2	3
Cc1cccc(CSCCNC(=O)c2ccc(CN3CCOCC3)cc2)c1	-1	9	-0.3	22	8	8	-1	9	-5	0.0	-3
COc1ccc(NC(=O)c2c(C)oc3c2CCCC3)cc1	-26	-56	0.2	-17	-16	-164	-11	-2	-4	0.0	1
COc1ccc(-c2c(C)nc3c(-c4ccsc4)cnn3c2N)cc1	-85	-188	-0.5	32	6	-188	-73	-25	-14	0.2	2
COc1ccc2sc(-c3ccccc3OC)c(-c3ccc(OCCN4CCOCC4)cc3)c2c1	-10	23	-0.8	-2	38	12	16	20	-27	-0.2	nt
Cc1cc(CSc2ccccc2)ccc1NC(=O)COc1ccccc1C	-8	-4	1.7	-1	16	13	-27	3	-5	-0.1	2
CCCNC(=O)NC(=O)CSc1nc2ccccc2n1CC(C)C	17	8	-0.8	-2	-2	20	13	-6	12	0.4	4
C=CCSc1nc(N)c(NC(=O)c2ccco2)c(=O)[nH]1	nt	8	-1.5	16	-5	5	-7	-10	19	-0.1	6
O=C(NCc1ccc2c(c1)OCO2)C(=O)NCC(c1ccco1)N1CCN(c2ccccc2)CC1 (centres undefined)	12	14	-0.6	16	4	10	5	6	6	0.0	2
CC1CC(=O)Nc2ccccc2N1C(=O)COc1ccc2ccccc2c1 (centres undefined)	19	2	-1.2	-13	14	9	-30	-5	-7	0.1	nt
COC(=O)c1[nH]c2cc(OC)c(OC)cc2c1/C=N/Nc1ccccc1	-21	8	-0.7	42	-16	-62	9	4	-12	-0.3	1
CCCCn1c(Nc2ccccc2)nc2ccccc21	9	30	2.0	-3	-24	8	7	-2	1	0.4	-1
O=C(CNc1cccc(Br)c1)Nc1ccc(S(=O)(=O)N2CCCCC2)cc1	nt	31	1.9	29	-13	19	12	23	-9	0.0	nt
Cc1ccc(NS(=O)(=O)c2ccc(C(=O)N3CCN(c4ccccn4)CC3)cc2)cc1	20	9	1.3	8	13	21	68	76	-14	6.3*	2
